Source: PubChem
M1 PAM: positive allosteric modulators of human M1 muscarinic receptor. 360,000 compounds, 0.088% hits. activation, % at 3 µM. CHO-K1 hM1, Fluo-8 calcium fluorescence, ACh EC20; 0% = ACh EC20, 100% = maximal ACh; in the data active = activation above about 19%, passing the limit was not always enough
Target sequence (P11229 whole entry, looked up): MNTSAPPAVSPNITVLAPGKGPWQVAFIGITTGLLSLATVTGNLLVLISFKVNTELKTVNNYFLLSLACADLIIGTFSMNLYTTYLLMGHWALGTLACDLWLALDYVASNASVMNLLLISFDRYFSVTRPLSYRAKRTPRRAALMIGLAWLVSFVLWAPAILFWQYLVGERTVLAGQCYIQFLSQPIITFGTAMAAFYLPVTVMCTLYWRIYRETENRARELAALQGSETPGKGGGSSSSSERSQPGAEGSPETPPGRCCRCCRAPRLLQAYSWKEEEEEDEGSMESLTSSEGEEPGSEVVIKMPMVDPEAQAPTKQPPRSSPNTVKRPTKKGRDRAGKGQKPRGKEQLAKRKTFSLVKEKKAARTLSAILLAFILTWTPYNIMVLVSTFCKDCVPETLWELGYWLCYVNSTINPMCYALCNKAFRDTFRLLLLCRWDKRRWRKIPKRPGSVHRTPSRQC
CHRM5 agonist: agonists of human muscarinic M5 receptor (CHRM5). P08912. CHO-K1 hM5 cells, Fluo-8 calcium fluorescence; 0% DMSO wells, 100% maximal acetylcholine response. activation, % at 3 µM. 360,000 compounds, 0.19% hits. AID 624037;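 active = activation above the run's mean over test compounds plus 3 SD, cut at about 23% in these data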;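 also: signal is peak over basal fluorescence ratio across the kinetic read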
M5 antag: antagonists of human muscarinic M5 receptor (CHRM5); CHO-hM5 cells, Fluo-8 calcium fluorescence, ACh EC80; P08912; inhibition, % at 3 µM; 360,000 compounds, 0.59% hits;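 active = inhibition above a per-plate cutoff, the mean of that plate's test compounds plus 3 SD, cut at about 27% in these data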;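 also: 0% = acetylcholine EC80 with DMSO and 100% = DMSO without agonist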
CHRM4 PAM: positive allosteric modulators of human muscarinic M4 receptor | P08173 | 360,000 compounds, 0.4% hits | AID 624126 | CHO-K1 hM4/Gqi5, Fluo-8 calcium fluorescence, ACh EC20; 0% = ACh EC20, 100% = maximal ACh | activation, % at 3 µM;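 active = activation above its plate's cutoff, the mean activation of sample wells plus 3 SD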; also: some results filed as inactive read as strong as hits
Target sequence (P08173 whole entry, looked up): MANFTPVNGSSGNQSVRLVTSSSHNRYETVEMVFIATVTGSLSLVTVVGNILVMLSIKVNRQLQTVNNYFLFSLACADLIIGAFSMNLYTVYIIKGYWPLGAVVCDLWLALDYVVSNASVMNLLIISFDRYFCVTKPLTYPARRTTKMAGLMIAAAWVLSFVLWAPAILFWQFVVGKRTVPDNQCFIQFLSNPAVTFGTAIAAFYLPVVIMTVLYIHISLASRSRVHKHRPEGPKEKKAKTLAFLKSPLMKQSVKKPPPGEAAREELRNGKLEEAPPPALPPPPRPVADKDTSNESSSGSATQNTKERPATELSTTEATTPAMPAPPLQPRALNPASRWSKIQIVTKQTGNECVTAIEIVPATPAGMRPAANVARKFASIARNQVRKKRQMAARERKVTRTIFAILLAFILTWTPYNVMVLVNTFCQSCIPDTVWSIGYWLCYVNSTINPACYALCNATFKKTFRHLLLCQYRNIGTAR
CHRM4 agonist: CHRM4 agonism in calcium assay; AID 624127; CHO-K1 hM4/Gqi5, Fluo-8 calcium fluorescence; vehicle 0%, full acetylcholine response 100%; P08173; 360,000 compounds, 0.14% hits; activation, % at 3 µM;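 active = activation above the run mean over all test wells plus 3 SD, cut at about 32% in these data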;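 also: peak over basal fluorescence ratio per well then scaled between controls; 0% = DMSO wells and 100% = acetylcholine at EC100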
CHRM5 PAM: CHRM5 positive allosteric modulation. 360,000 compounds, 0.3% hits. AID 624038. P08912. CHO-K1 hM5, Fluo-8 calcium, ACh EC20 PAM; 0% = ACh EC20, 100% = ACh EC100. activation, % at 3 µM;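 active = activation above the run cutoff, the mean activation of all test compounds plus 3 SD, cut at about 18% in these data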
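Assay system – human M5 receptor in CHO-K1 cells · Read-out – % activation, ACh-normalized · Technique – Fluo-8 calcium fluorescence · Dosing – single-point, 3 µM nominal · Incubation – Fluo-8 loading 80 min at 37 °C plus 30 min room temperature · Repeats – singlicate, one well per test compound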
CRFR2-BP antag: CRF-BP/CRF-R2 complex antagonism | HEK293 CRF-R2/CRF-BP, CRF-induced calcium fluorescence | AID 588475 | 350,000 compounds, 0.59% hits | inhibition, % at 11.8 µM;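 active = inhibition of the ligand-induced calcium signal above about 50% at the single tested concentration, limit read from the data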
CRFR2-BP ag: agonists of human CRF-binding protein/CRF-R2 receptor complex; HEK293 CRF-R2/CRF-BP, calcium dye fluorescence (FLIPR); percent of saturating CRF peptide response; 350,000 compounds, 0.46% hits; activation, % at 13.2 µM;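 active = activation of at least 50%, plus an integration ratio under a set limit after plate pattern correction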;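 also: plate controls were neutral control wells without compound for no effect and CRF at EC100 for full effect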
M4 antag: antagonists of human muscarinic M4 receptor (CHRM4); CHO-hM4 cells, ACh EC80, Fluo-8 calcium fluorescence; inhibition, % at 3 µM; 360,000 compounds, 0.73% hits;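 active = inhibition above its plate's cutoff, the mean inhibition of sample wells plus 3 SD, cut at about 27% in these data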;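 also: 0% = acetylcholine EC80 with DMSO and 100% = DMSO without agonist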
Starred values were filed as active, the others as inactive; nt = not tested or not shown.

item	Compound	M1 PAM	M5 antag	CHRM4 PAM	CHRM5 agonist	CHRM5 PAM	M4 antag	CHRM4 agonist	CRFR2-BP antag	CRFR2-BP ag
1	CCOc1ccccc1NC(=O)CSc1nc2ccccc2c(=O)n1CC1CCCO1 (configuration not stated)	1.2	7.0	-6.3	-4.1	-1.2	-3.0	3.9	16.2	-1.6
2	Cc1ccc2c(c1)N(CC(=O)N1CCN(c3nc4ccccc4s3)CC1)C(=O)C(C)O2 (configuration not stated)	-5.6	-4.6	-2.3	-0.5	-3.4	-7.2	9.0	14.7	-0.9
3	CC(C)(C)c1ccc(C(=O)NCC(=O)OCC(=O)Nc2ccccc2[N+](=O)[O-])cc1	5.3	-1.0	-3.0	-2.9	-7.6	-8.2	5.0	33.1	0.0
4	CCCCCCNC(=O)c1c(O)c2cccc3c2n(c1=O)CCC3	4.9	3.4	1.8	2.0	0.5	-3.3	-0.2	2.1	2.9
5	CN(CCOc1ccc(Cl)cc1)C(=O)C1CCN(C(=O)c2ccc(Cl)cc2)CC1	0.5	7.5	7.2	-0.3	-7.3	-9.9	8.8	120.0*	-0.8
6	CCOC(=O)C1CCN(C(=O)Cn2c(=O)oc3cc(S(=O)(=O)N4CCCC4)ccc32)CC1	8.0	5.7	1.9	1.4	-6.8	-8.4	0.5	17.9	6.4
7	COc1ccc(N2CCc3c(C)nc4c(OC)cccc4c32)cc1	-12.4	9.9	-7.0	-1.9	-5.7	2.4	2.0	-1.0	1.4
8	CCOc1ccc(CCNC(=O)COC(=O)C2=NNC(=O)CC2)cc1OCC	6.6	2.5	5.4	1.4	-0.4	-8.8	-0.3	6.0	-0.8
9	CC(C)NC(=O)C1(C)CCN1C(=O)c1ccccc1Oc1ccccc1 (configuration not stated)	4.5	20.3	-1.3	0.5	-2.4	-8.5	0.7	nt	nt
10	O=C(NNC(=S)NC(=O)c1ccco1)c1ccc(NC(=O)c2ccccc2)cc1	-13.8	13.1	-3.6	0.0	-3.0	21.5	6.6	7.5	-10.3
11	Cc1ccc(/C=C(\C#N)C(=O)N2CCCC2)c(C)c1	7.0	5.9	-0.3	-1.4	2.2	4.2	-0.7	-6.3	2.2
12	CC(C)CNC(=S)Nc1ccc(S(N)(=O)=O)cc1	10.1	4.1	2.5	0.0	1.6	-1.6	0.9	5.8	-1.2
13	CCS(=O)(=O)c1nc(S(=O)(=O)c2ccc(C)cc2)c(N2CC(C)OC(C)C2)s1 (configuration not stated)	3.6	11.4	3.2	-6.9	-5.5	2.2	2.3	-12.1	0.3
14	Cc1ccc(OCC(=O)NC2CCCCCC2)cc1C	-10.1	-15.1	6.7	-3.9	6.3	-5.5	0.9	-12.1	-1.0
15	CCn1cc([N+](=O)[O-])c(C(=O)Nc2nc3ccc(OC)cc3s2)n1	4.3	-7.6	3.9	0.7	1.6	1.5	1.9	-14.6	-0.6
16	CC(=O)Nc1ccccc1C(=O)C(=O)Nc1cccc(C(=O)NC2CC2)c1	11.4	6.1	-3.0	-0.2	-0.2	8.7	0.6	13.2	2.9
17	COC(=O)CCS(=O)(=O)c1ccc(Cl)cc1	1.6	2.2	-1.9	-0.3	-1.6	4.6	1.4	1.1	-1.1
18	O=C1C(Cc2ccccc2)NC(=S)N1c1ccccc1 (configuration not stated)	10.0	-0.1	0.9	-0.5	-7.4	2.9	1.7	6.8	-4.1
19	Cc1cccc(N2CCN(C(=O)CCN3C(=S)NC(C)(C)CC3C)CC2)c1C (configuration not stated)	9.9	3.5	9.7	-6.3	0.3	-8.7	4.5	-5.2	-3.5
20	CC(=O)c1c(C)[nH]c(C(=O)COC(=O)c2c(-c3ccccc3)noc2C)c1C	-3.4	1.3	-3.2	1.7	0.9	-6.5	3.5	-7.2	-1.8
21	O=C(Nc1ccc(Cl)cn1)c1ccc2c(c1)OCCO2	8.3	6.5	-1.5	-1.2	1.2	-14.2	-0.3	-2.8	-0.4
22	Cc1oc2c(c1C(=O)O)C(=O)c1ccccc1C2=O	5.5	3.6	0.5	0.3	-2.2	-3.4	0.0	0.2	0.5
23	COCCN(CCNC(=O)c1ccc(NC2=NC3CS(=O)(=O)CC3S2)cc1)Cc1ccco1 (configuration not stated)	8.2	0.8	0.8	2.1	-0.5	-9.1	-0.8	-60.9	11.2
24	N/C(=N\OCc1ccccc1)c1nonc1N	13.6	0.6	13.8	2.5	0.0	6.0	3.3	4.6	-5.1
25	COc1ccc(C)cc1NC(=O)CN1CCCN(S(=O)(=O)c2ccc(Br)cc2)CC1	-9.5	11.2	-9.9	-2.7	-8.4	0.6	3.3	7.8	0.6
26	O=C(/C=C/c1ccc(Br)cc1)NC1CCCCCC1	5.8	7.0	5.0	-3.7	-5.8	-12.2	-2.2	-19.1	0.6
27	COc1ccc(CCNC(=O)C2CC(=O)N(c3ccc(C(C)(C)C)cc3)C2)cc1OC (configuration not stated)	3.9	8.8	-4.8	7.0	-0.9	1.9	9.3	-3.6	-1.1
28	CN(CCc1ccccc1)C(=O)c1cc(COc2cccc(C(F)(F)F)c2)on1	-3.1	9.8	-2.8	-6.4	-7.2	-5.0	0.6	-2.4	-1.3
29	O=C(N/N=C/c1ccc(N2CCOCC2)o1)c1ccccc1[N+](=O)[O-]	4.0	-5.5	6.2	-0.7	0.6	2.3	0.4	42.0	-1.3
30	O=C(NCC1CCCCC1)C1CCN(C(=O)NC2CCCCC2)CC1	-0.1	-2.5	21.7	-1.5	4.9	-2.8	0.3	6.2	1.2
31	Cc1cc(NC(=O)c2ccccc2C)ccc1NC(=O)c1ccccc1Cl	5.3	12.3	-5.7	0.7	-8.1	-8.0	4.5	12.6	-3.2
32	O=C(NC1CCCCC1)C(CCc1ccccc1)n1c(=O)c(-c2ccccc2)nc2ccccc21 (configuration not stated)	nt	-5.9	-0.7	-0.2	10.2	0.3	2.6	nt	nt
33	CCN(CC(=O)Nc1c(F)cccc1F)C(=O)c1ccccn1	4.8	6.5	9.1	2.8	-4.6	-4.4	1.1	5.8	0.2
34	CCOC(=O)C1=C(CNCc2ccc(C)cc2)NC(=O)NC1c1cc(C)ccc1C (configuration not stated)	2.0	0.5	2.7	-6.7	-0.8	-10.5	3.5	-60.5	4.3
35	C=CCNc1nc2c(c(=O)[nH]c(=O)n2C)n1CCOc1ccccc1	7.8	2.0	-3.0	3.0	2.8	5.6	0.6	-9.0	-1.0
36	COCCN(C(=O)c1cc(Cl)nc2ccccc12)c1c(N)n(Cc2ccccc2)c(=O)[nH]c1=O	2.8	6.5	6.5	4.5	0.6	0.7	1.4	-0.5	0.2
37	COC(=O)c1ccc2nc(-c3ccc(F)cc3)c(Cc3ccc(OC)cc3C)n2c1	1.1	3.0	17.4	-1.4	-4.8	-10.4	-0.8	nt	nt
38	COc1ccccc1CCCNC(=O)C1CCC(=O)N(CCc2ccc(Cl)cc2)C1 (configuration not stated)	8.2	24.1	6.4	-5.0	-5.5	5.3	2.7	6.9	-0.2
39	Cc1cccc(NC(=S)NC(=O)c2oc3ccccc3c2C)n1	3.1	-7.4	15.3	-3.3	1.5	-26.3	1.3	10.7	-0.8
40	CCCCNCCCOc1ccc(C)cc1Br	3.8	-2.0	15.0	-1.7	6.1	-6.8	6.6	-19.4	1.0
41	CCCCCN(C(=O)NC(=O)Nc1ccccc1C)S(=O)(=O)c1ccccc1	10.5	3.2	3.9	-1.1	-2.1	5.6	2.6	-27.2	-0.2
42	CCCCc1nnc(NC(=O)CSCc2cc(=O)n3c(C)csc3n2)s1	-1.7	20.4	1.6	-5.3	-9.2	12.6	0.0	1.2	0.9
43	COc1ccc(-c2noc(N3CCC(C(=O)N(C)c4ccccc4C)CC3)n2)cc1	-11.3	3.6	-3.6	2.5	-7.9	-4.8	11.2	-24.0	-6.1
44	COC(=O)c1ccc(C2/C(=C(/O)c3ccc4c(c3)CC(C)O4)C(=O)C(=O)N2Cc2ccncc2)cc1 (configuration not stated)	7.8	-7.1	8.3	-3.1	6.6	-26.2	0.9	-3.2	0.5
45	O=C(CC1C(=O)NCCN1C(=O)c1ccccc1)Nc1cc(Cl)ccc1Cl (configuration not stated)	3.0	16.6	-2.7	-1.3	-5.4	14.4	0.8	11.6	1.4

Some of these compounds in order of SMILES length, highest first:
item	Compound	M1 PAM	M5 antag	CHRM4 PAM	CHRM5 agonist	CHRM5 PAM	M4 antag	CHRM4 agonist	CRFR2-BP antag	CRFR2-BP ag
32	O=C(NC1CCCCC1)C(CCc1ccccc1)n1c(=O)c(-c2ccccc2)nc2ccccc21 (configuration not stated)	nt	-5.9	-0.7	-0.2	10.2	0.3	2.6	nt	nt
34	CCOC(=O)C1=C(CNCc2ccc(C)cc2)NC(=O)NC1c1cc(C)ccc1C (configuration not stated)	2.0	0.5	2.7	-6.7	-0.8	-10.5	3.5	-60.5	4.3
33	CCN(CC(=O)Nc1c(F)cccc1F)C(=O)c1ccccn1	4.8	6.5	9.1	2.8	-4.6	-4.4	1.1	5.8	0.2
40	CCCCNCCCOc1ccc(C)cc1Br	3.8	-2.0	15.0	-1.7	6.1	-6.8	6.6	-19.4	1.0

(list continues)
item	Compound	M1 PAM	M5 antag	CHRM4 PAM	CHRM5 agonist	CHRM5 PAM	M4 antag	CHRM4 agonist	CRFR2-BP antag	CRFR2-BP ag
46	CN(C)Cc1cn(CC[C@@H]2CC[C@@H](NC(=O)Nc3ccccc3F)[C@@H](CO)O2)nn1	nt	-7.3	0.1	0.2	10.2	6.8	0.6	nt	nt
47	Cc1cc(C)cc(C(=O)OCC(=O)NCc2ccco2)c1	5.6	4.7	5.0	-5.5	8.8	-10.0	0.3	10.9	1.2
48	COc1cc(CNc2ncc(-c3ccc(Cl)cc3)n2C)cc(OC)c1OC	-9.9	-21.2	-1.5	-1.4	-8.4	-14.9	8.9	7.8	-1.8
49	Cc1cc(-c2ccccc2)c(C#N)c(=S)[nH]1	11.9	-2.6	1.9	-0.6	-2.1	9.7	-0.5	-14.6	-0.8
50	C=CC1=CCN(S(=O)C(C)(C)C)[C@@H]1CCO (some centres not stated)	5.4	0.7	2.1	2.3	-2.2	-4.7	0.1	-18.3	1.1

Compounds as they come; about 2.6% have a hit in one of these screens.
